# NCI-60 one-dose screen, 48 h, at 10 µM unless noted. Numbers give growth in % (100 = growth as untreated, 0 = no growth, -100 = all killed).
# LOX IMVI: LOX IMVI melanoma; hit rate 7.4% among 79,000
# UACC-257: UACC-257 melanoma; hit rate 4.4% among 78,000
# HS 578T: HS 578T breast cancer | hit rate 4.1% among 78,000
# MALME-3M: MALME-3M melanoma | hit rate 5.8% among 78,000
# MCF7: MCF7 breast cancer. hit rate 6.3% among 82,000. AID 1794796
# T-47D: T-47D breast cancer; AID 1794792; hit rate 5% among 79,000
# UACC-62: UACC-62 melanoma | hit rate 5.4% among 81,000
# BT-549: BT-549 breast cancer; hit rate 4.4% among 78,000
# * hit, by the source's call; / = no result given; & = joins results of further samples. The calls were made as follows: active = growth percent below 10; inactive = the rest.
SMILES,LOX IMVI,UACC-257,HS 578T,MALME-3M,MCF7,T-47D,UACC-62,BT-549
CCCCNC(=O)NS(=O)(=O)c1ccc(N2N=C(c3ccc(C)cc3C)CC2c2ccc(OC)c(OC)c2)cc1 (stereo unspecified),78.3,/,110.4,81.5,68.0,66.4,87.5,92.7
COc1ccc(-c2nc(N/N=C/c3ccccc3Br)nc(N3CCOCC3)c2C#N)cc1,110.9,118.3,110.0,127.7,86.6,126.0,108.0,119.8
OCCN(CCO)C1c2ccccc2-c2ccccc21,95.3,/,107.6,93.9,93.8,88.1,98.6,98.2
COc1cc(/C=C/C(=O)c2ccc(NC(=O)c3cc4cc5cc(C)ccc5nc4s3)cc2)cc(OC)c1OC,107.4,96.6,122.4,106.3,80.7,93.9,119.2,99.8
CC(=O)OC1C(C)C2CCC13CCC(C)CC23 (stereo unspecified),95.3,/,95.7,88.9,95.1,88.8,/,96.2
Cc1cc2nc(CC(=O)c3ccccc3)c(=O)[nH]c2cc1C,96.2,106.4,73.8,101.2,78.1,/,74.9,89.6
COc1cc(CNC(=O)Cc2ccccc2)ccc1OCc1cn(-c2ccccc2[N+](=O)[O-])nn1,94.4,101.5,101.8,106.1,86.1,93.5,85.5,102.9
CC(C)CNNCC(C)C,98.2,94.9,135.7,103.5,105.6,/,109.6,112.2
CCOc1ccccc1/C=N/N1CCCCCC1,90.3,114.7,96.0,/,79.2,99.1,109.3,103.3
C=C(C)[C@@H]1CCC=C2CC[C@]3(C)[C@H](CC[C@@H]4[C@@]5(C)CCC(=O)NC(C)(C)[C@@H]5CC[C@]43C)[C@H]21,99.4,118.8,107.2,105.5,87.8,76.8,91.0,99.5

# Rewritten with values under each structure: part of the list above.
# Each structure is followed by: LOX IMVI	UACC-257	HS 578T	MALME-3M	MCF7	T-47D	UACC-62	BT-549
- CC(=O)OC1C(C)C2CCC13CCC(C)CC23 (stereo unspecified)
 : 95.3	/	95.7	88.9	95.1	88.8	/	96.2
- Cc1cc2nc(CC(=O)c3ccccc3)c(=O)[nH]c2cc1C
 : 96.2	106.4	73.8	101.2	78.1	/	74.9	89.6
- COc1cc(CNC(=O)Cc2ccccc2)ccc1OCc1cn(-c2ccccc2[N+](=O)[O-])nn1
 : 94.4	101.5	101.8	106.1	86.1	93.5	85.5	102.9

# (list continues)
SMILES,LOX IMVI,UACC-257,HS 578T,MALME-3M,MCF7,T-47D,UACC-62,BT-549
COc1ccc(CNc2c3ccccc3nc3ccccc23)cc1,20.9,52.3,58.0,40.0,12.6,44.9,55.8,80.1
COc1cc2cc(NCc3ccc(Cl)cc3)nc(C)c2cc1OC,5.8*,64.2,70.5,88.3,51.8,47.1,8.5*,30.8
C#CCOc1ccc(C2=NN(C(C)CC)C3N=C(Cl)c4ncn(C(C)CC)c4N23)cc1OCC#C (stereo unspecified),85.9,100.9,94.9,116.0,103.9,61.0,79.7,95.3
O=C(CN1CCN(Cc2ccccc2)CC1)N1c2cccc3cccc(c23)N(C(=O)CN2CCN(Cc3ccccc3)CC2)C1c1cn(-c2ccccc2)nc1-c1cccc([N+](=O)[O-])c1,88.9,98.6,93.9,101.3,96.8,85.1,79.4,104.5
Cc1ccc(C(=O)c2ccc(CC(=O)O)n2C)cc1,103.7,105.1,113.7,93.4,110.4,/,/,94.9
O=c1[nH]nc(-c2cc3c([nH]c4ccccc43)c(-c3cccc(O)c3)n2)o1,81.5,101.8,93.1,78.4,64.8,80.9,83.7,89.8
Cc1ccc2nc(SCn3nnc4ccccc4c3=O)[nH]c2c1,100.1,/,106.6,322.8,87.2,97.0,98.4,105.1
Cc1nn(-c2ccccc2)c2c1N=c1s/c(=C\c3ccc(Cl)cc3)c(=O)n1CN2,63.5,45.7,65.6,87.2,65.4,57.6,63.1,75.8
CC1(C)N=C(N)N=C(N)N1c1cccc(CCCCOc2ccccc2)c1,15.9,28.7,/,43.1,1.6*,37.7,20.8,35.7
Cc1nc2ccccc2c(=O)n1-c1cccc(OCc2cn(-c3cccc(O)c3)nn2)c1,94.6,94.9,87.4,104.1,94.3,68.4,81.1,99.8
COc1ccc2c(c1)C(=O)C1NC(=O)NC(=O)C1(Br)N2 (stereo unspecified),119.2,101.8,101.6,131.0,99.6,106.4,99.6,119.9
O=C1NC(=Nc2cccc(C(F)(F)F)c2)S/C1=C\c1cccs1,/,106.8,109.5,103.9,79.6,77.6,80.9,91.1
O=C(Nc1nc2ccc(Cl)cc2s1)c1cc(-c2ccc(F)cc2)n2nc(-c3ccccc3)cc2n1,99.5,124.2,96.5,115.2,97.5,80.8,87.3,104.4
C=C(C)COc1ccc(Br)cc1,103.6,103.1,83.7,118.3,102.9,100.6,101.8,100.6
NC(N)=NCCN1CCCCCCC1,108.7&100.4,103.1&110.7,106.1&109.0,139.0&114.0,104.2&107.9,103.1&107.4,105.9&104.6,102.1&113.5
CC(C)(CC(=O)c1ccccc1)CC(=O)c1ccccc1,97.8,111.9,112.7,/,100.0,/,86.1,102.9
N#CC(C#N)N=Nc1ccc(Br)cc1,60.1,10.0,87.1,12.1,19.4,8.6*,37.4,49.2
Oc1c(-c2cc(C(F)(F)F)[nH]n2)cc(Cl)c(OCc2ccc(Cl)cc2)c1-c1ccc(Cl)c(C(F)(F)F)c1,1.8*,-2.8*,5.3*,-30.5*,2.3*,/,-17.3*,-11.9*
Cc1[nH]n(C(=O)c2ccccc2)c(=O)c1N=Nc1ccc(S(=O)(=O)N=C(N)N)cc1,102.6,103.3,102.1,103.3,91.3,98.4,101.2,113.1
COC(=O)C1=NC(=O)C(C#N)=C(C(=O)OC)C1(C(=O)c1ccc(OC)cc1)c1ccc(OC)cc1 (stereo unspecified),95.2,98.1,87.1,86.6,91.7,/,71.0,76.8

# Arranged by number of heavy atoms (smallest number first): some entries from above
SMILES,LOX IMVI,UACC-257,HS 578T,MALME-3M,MCF7,T-47D,UACC-62,BT-549
C=C(C)COc1ccc(Br)cc1,103.6,103.1,83.7,118.3,102.9,100.6,101.8,100.6
N#CC(C#N)N=Nc1ccc(Br)cc1,60.1,10.0,87.1,12.1,19.4,8.6*,37.4,49.2
COC(=O)C1=NC(=O)C(C#N)=C(C(=O)OC)C1(C(=O)c1ccc(OC)cc1)c1ccc(OC)cc1 (stereo unspecified),95.2,98.1,87.1,86.6,91.7,/,71.0,76.8

# Other entries:
SMILES,LOX IMVI,UACC-257,HS 578T,MALME-3M,MCF7,T-47D,UACC-62,BT-549
COc1cccc(-c2nn(-c3ccccc3)cc2-c2ccnc(NCCCNS(=O)(=O)c3cccc4ccccc34)c2)c1,72.9,/,71.3,73.9,51.0,29.6,/,75.9
CC1=NN(c2ccc(Cl)cc2S(=O)(=O)O)C(=O)C1N=Nc1ccc(OS(=O)(=O)c2ccc(C)cc2)cc1 (stereo unspecified),95.4,108.3,97.5,122.6,98.6,99.7,98.6,102.1
COc1cc(C2C3=C(COC3=O)N(CCO)c3cc4c(cc32)OCCO4)cc(OC)c1OC (stereo unspecified),17.7,42.5,-4.9*,53.7,11.2,67.2,6.3*,-4.3*
O=C(CC(C(=O)c1ccccc1)N1CCN(Cc2ccccc2)CC1)c1ccccc1 (stereo unspecified),73.4,93.7,92.5,110.3,52.1,45.6,100.8,101.3
O=C1/C(=C/c2ccc(OCc3ccc(Cl)cc3)cc2)N=C2SCCCN12,94.2,91.6,96.6,120.4,98.2,99.2,92.1,102.6
Cc1nc(C)c(F)c(=O)[nH]1,92.7,89.0,98.7,98.4,97.2,/,98.9,105.5
CN1CCN(Cc2ccc(NC(=O)c3cncc(C#Cc4cncc5[nH]ncc45)c3)cc2C(F)(F)F)CC1,-90.0*,6.8*,-35.5*,-65.7*,20.5,31.3,-49.2*,23.5
O=[N+]([O-])c1cccc2[nH]ncc12,102.1,109.2,107.6,98.7,93.8,100.2,98.4,100.4
Nc1nc(C(F)(F)F)cs1,/,104.0,108.6,103.2,93.2,99.4,100.9,113.6
COc1ccc(-c2nn(-c3ccccc3)cc2/C=C2\SC(=O)NC2=S)cc1,104.0&78.7,103.8&102.9,109.9&103.2,105.5&109.5,108.9&89.8,98.7&88.8,101.5&85.6,108.8&106.6

# Quoted from the listing.
# Under UACC-257, CC1(C)N=C(N)N=C(N)N1c1cccc(CCCCOc2ccccc2)c1 shows 28.7
# Under T-47D, COc1cc(/C=C/C(=O)c2ccc(NC(=O)c3cc4cc5cc(C)ccc5nc4s3)cc2)cc(OC)c1OC shows 93.9
# Under MALME-3M, O=C(Nc1nc2ccc(Cl)cc2s1)c1cc(-c2ccc(F)cc2)n2nc(-c3ccccc3)cc2n1 shows 115.2
# Under HS 578T, OCCN(CCO)C1c2ccccc2-c2ccccc21 shows 107.6

# Following part.
SMILES,LOX IMVI,UACC-257,HS 578T,MALME-3M,MCF7,T-47D,UACC-62,BT-549
COc1ccc(NS(=O)(=O)c2ccc(N)cc2)nn1,93.5,94.6,95.3,102.5,100.8,93.8,98.9,109.8
C=CCOC(=O)C(O)c1ccccc1 (stereo unspecified),98.1,99.3,112.1,97.7,103.8,108.2,105.1,111.7
Cn1cc[nH]c1=S,96.0,107.1,108.7,103.3,101.7,105.6,104.3,96.5
Cc1ccc2nc(C)c(-c3nnc(SCc4ccc(C#N)cc4)o3)n2c1,93.2,118.9,93.2,101.3,77.8,89.3,74.4,85.8
COC(=O)c1cc(C(=O)OC)cc([N+](=O)[O-])c1,103.9,82.7,103.3,112.8,98.0,111.1,102.2,91.6
O=C(O)c1ccc(-c2cccc(Oc3ccc4nnc(Cl)n4n3)c2)cc1,95.2,100.2,102.3,109.0,88.1,95.6,96.6,102.4
N#Cc1oc(-c2ccccc2)nc1CN1CCC(C2(C(F)(F)F)N=N2)CC1,101.4,105.4,91.8,100.5,100.9,89.7,87.5,111.5
O=C1CCCCC(=O)[C@H]2CC3(OCCO3)C(=O)O[C@@H]2CO1,/,102.3,101.0,106.9,99.2,100.2,94.2,101.0
CCCCCCCCCCCCCCCCCCN=Cc1ccccc1O,88.5,96.6,/,110.7,99.4,88.0,104.7,109.6
CNS(=O)(=O)Oc1ccc(NC(=O)C2CCCCC2)cc1,102.6,/,107.3,108.7,97.7,104.7,95.4,107.7
CS(=O)(=O)Nc1cccc(-n2c(COc3ccc(Br)cc3)nc3ccccc32)c1,85.9&82.3,106.5&121.2,117.9&76.0,100.2&103.3,73.9&72.1,82.7&84.3,67.4&68.9,102.3&115.2
FC(F)(F)c1ccc(-c2cnn3cc(-c4ccccc4)cnc23)cc1,101.5,92.1,98.8,105.6,91.5,99.6,94.4,101.0
CCCCCN1C=C/C(=C\C(=O)N(C)c2cccc(Br)c2)c2ccccc21,100.1,98.2,105.8,98.9,97.7,95.7,97.2,109.6
CC1CCCN(CCC(=O)c2ccccc2)C1 (stereo unspecified),101.9,129.1,115.6,102.2,98.6,111.7,103.7,121.8
Nc1c(C(=O)Nc2cccc(Br)c2)sc2nc3c(cc12)C(=O)CCC3,/,68.0,/,16.6,22.1,30.0,35.3,57.8
Nc1ncnc2nc(Br)[nH]c12,93.7,87.7,103.0,100.4,99.9,89.4,/,95.6
C=C1CCC2C3(C)COC(c4ccco4)OC3CCC2(C)C1C/C=C1/C(=O)OCC1O (stereo unspecified),22.0,98.3,108.0,103.1,48.7,85.8,91.1,109.9
Cc1ccc(C2=NN(c3ccc(S(N)(=O)=O)cc3)C(c3cn(-c4ccccc4)nc3-c3ccccc3)C2)cc1 (stereo unspecified),91.2,98.8,96.6,/,55.9,83.7,83.5,/
COc1cc(C(=O)Nc2cccc(C3CC(=O)c4c(cc(OC)c(OC)c4OC)O3)c2)cc(OC)c1OC (stereo unspecified),70.4,95.7,67.3,80.2,92.4,57.3,61.6,74.3
COc1ccc(C(=O)OC2C(OC3C(O)COC(O[C@H]4C[C@H]5[C@@H]6CC=C7C[C@@H](O)CC[C@]7(C)[C@H]6CC[C@]5(C)[C@H]4[C@H](C)C(=O)CCC(C)C)C3OC(C)=O)OCC(O)C2O)cc1 (stereo partly specified),-49.8*,-60.3*,-29.3*,-12.7*,-30.8*,3.0*,-49.9*,-8.6*
CCOC(=O)Cc1csc2ccccc12,95.1,102.9,106.8,91.7,101.4,/,94.6,108.9
COC(=O)C[C@](O)(CCCC(C)(C)O)C(=O)O[C@H]1C(OC)=C[C@@]23CCCN2CCc2cc4c(cc2[C@@H]13)OCO4,-82.4*,-28.2*,-26.0*,-43.8*,-17.7*,-7.6*,-18.5*,-29.9*
COc1ccc(N/N=C/c2c(-c3ccc(S(C)(=O)=O)cc3)nc3ccccn23)cc1,16.6,70.6,62.4,75.1,24.3,26.2,10.8,60.5
CC[C@H](C)[C@H](NC(=O)[C@H](CCCCN)NC(=O)[C@H](CCCCN)NC(=O)[C@@H](NC(=O)[C@@H](NC(=O)[C@@H](N)Cc1cnc[nH]1)[C@@H](C)CC)[C@@H](C)CC)C(=O)N[C@@H](CCCNC(=N)N)C(=O)N[C@H](C(=O)N[C@@H](Cc1c[nH]c2ccccc12)C(=O)N[C@@H](Cc1ccc(O)cc1)C(=O)N[C@@H](CCCNC(=N)N)C(=O)N[C@@H](CCCCN)C(=O)N[C@@H](C)C(=O)N[C@@H](Cc1c[nH]c2ccccc12)C(=O)N[C@@H](Cc1cnc[nH]1)C(=O)N[C@H](C(=O)N[C@@H](CC(C)C)C(=O)NCC(=O)N[C@@H](CCCCN)C(=O)N[C@H](C(N)=O)C(C)C)C(C)C)[C@@H](C)O,70.5,67.8,11.6,4.7*,-67.9*,-56.4*,-56.3*,41.9
C=C(C)[C@@H]1CC[C@]2(C(=O)N3CCNCC3)CC[C@]3(C)[C@H](CC[C@@H]4[C@@]5(C)CCC(=O)C(C)(C)[C@@H]5CC[C@]43C)[C@@H]12,101.0,103.0,101.6,106.4,94.1,92.0,97.5,111.0
CC(=O)N1c2cc3ccccc3cc2N(C(C)=O)c2cc3ccccc3cc21,125.6,95.6,90.7,129.1,97.8,89.8,82.3,74.5
O=C(Oc1ccccc1)c1ccc(Cl)cc1,102.9,111.2,105.7,/,96.5,100.5,107.8,104.5

# Compound activity: PubChem BioAssay, NCI
